# Bioassay records deposited in PubChem BioAssay by several laboratories.
# IEC-6 tox: counter-screen for KLF5 inhibitors: cytotoxicity in IEC-6 cells; IEC-6 cytotoxicity, luminescence viability; inhibition, % at 5 µM; hit rate 0.78% among 290,000; in the data active means inhibition above about 22%;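 further: 0% = plate median of test compound wells and 100% = cytotoxic reference compound wells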
# HIF activator: HIF pathway transcriptional activation. U2OS HRE-luciferase reporter, luminescence; normalized: DMSO 0%, desferrioxamine 100%. activation, % at 7.5 µM (by protocol). hit rate 0.32% among 300,000. AID 1910;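 active means mean activation of at least 10% of the iron chelator positive control signal, with at least half of replicates also reaching 10%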
# AI-2 QS modul: modulators of Vibrio harveyi AI-2 quorum sensing system | Vibrio harveyi JMH597 AI-2 luminescence/OD600 ratio, 9 h; stronger effect = lower value; strain lacks LuxN and CqsS sensors; 0 = neutral-control median | hit rate 0.4% among 300,000 | activity change, % at 7.5 µM; in the data active means activity change below about -75%, passing the limit was not always enough;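 further: luminescence divided by OD600 gain over 9 h not by final OD600 alone; inactives centre near 13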
# aSyn UTR inh: 5' untranslated region of α-synuclein, MLPCN primary screen; alpha-synuclein 5'UTR reporter, inhibitor activity; inhibition, % (tested at 7.5 µM); hit rate 0.82% among 300,000; AID 1813; in the data active means inhibition above about 60%;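 further: H4 neuroglioblastoma cells stably carrying SNCA 5'UTR luciferase fusion; 0% = DMSO wells and 100% = positive control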
# Platelet DG rel: modulates dense granule release in human platelets; human platelet-rich plasma, SFLLRN dense granule ATP release, luminescence; inhibition, %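 (compounds screened at 7.5 µM in platelet-rich plasma)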; hit rate 0.22% among 300,000; AID 1663;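 active means mean replicate score, as percent of positive control, at or above 50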
# HSF1 inh: HSF1 inhibition | activity change, negative = inhibition, % at 7.5 µM (by protocol) | NIH3T3-HGL HSE-luciferase, MG132-induced, luminescence 8 h; stronger effect = lower value | hit rate 0.77% among 300,000;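 active means more than half of replicate wells show activity change below -50%, luminescence cut by over half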;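 further: luciferase reports HSF-1 transcriptional activity via heat shock element; 0% = median of DMSO wells and -100% = zero luminescence signal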
# HSP90 inh: HSP90 refolding inhibition in rabbit reticulocyte lysate. hit rate 0.91% among 290,000. luciferase refolding luminescence, 3 h. inhibition, % at 5.6 µM. AID 1789;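 active means inhibition above the screen-wide mean plus 3 SD, computed separately per campaign, cut at about 16% in these data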;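 further: 0% = DMSO wells and 100% = 60 µM geldanamycin wells; inhibitors lower the luminescence because luciferase stays unfolded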
# KLF5 inhibitor: inhibitors of KLF5 expression. DLD-1 KLF5 promoter-luciferase reporter, luminescence. inhibition, % at 5 µM. hit rate 0.23% among 290,000. AID 1700;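 active means inhibition above a per-plate limit of that plate's mean compound inhibition plus 3 SD, cut at about 60% in these data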;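 further: 0% = DMSO wells and 100% = LY294002 at 200 µM; higher means less KLF5 promoter-driven luciferase light; inactives centre near -14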
# HDAC3 inhib: human HDAC3 inhibition | O15379 | recombinant HDAC3, fluorogenic peptide/trypsin coupled, fluorescence | inhibition, % at 8.3 µM | hit rate 0.15% among 320,000; in the data active means inhibition above about 26%, passing the limit was not always enough
# Target sequence (O15379 whole entry, looked up): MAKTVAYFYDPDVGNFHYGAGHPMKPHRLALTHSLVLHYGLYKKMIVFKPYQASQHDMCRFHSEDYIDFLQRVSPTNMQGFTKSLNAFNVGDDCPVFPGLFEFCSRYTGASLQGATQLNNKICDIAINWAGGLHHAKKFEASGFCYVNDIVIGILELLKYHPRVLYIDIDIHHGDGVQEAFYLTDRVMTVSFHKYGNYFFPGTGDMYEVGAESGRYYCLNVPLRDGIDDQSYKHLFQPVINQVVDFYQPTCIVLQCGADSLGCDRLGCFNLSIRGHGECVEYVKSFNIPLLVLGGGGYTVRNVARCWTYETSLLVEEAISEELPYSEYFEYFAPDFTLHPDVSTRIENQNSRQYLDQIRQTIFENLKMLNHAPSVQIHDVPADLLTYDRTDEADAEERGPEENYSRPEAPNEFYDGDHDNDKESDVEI
# HSF-1 act: increases HSF-1 driven luciferase reporter signal; NIH3T3-HGL HSF-1 luciferase reporter, MG132, 8 h; 100% = twice DMSO control signal; activation, % at 9 µM; hit rate 1.7% among 300,000;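 active means mean replicate activation of at least 50% with a set share of replicates each reaching 50%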;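 further: 0% = median of the neutral control wells and 100% = twice that signal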
# * = called active by the depositor; . = no result given.
# Values in the order – IEC-6 tox	HIF activator	AI-2 QS modul	aSyn UTR inh	Platelet DG rel	HSF1 inh	HSP90 inh	KLF5 inhibitor	HDAC3 inhib	HSF-1 act
- CCOC(=O)[C@@H]1[C@H]2COc3cc(OC)ccc3[C@@H]2N2C(=O)N(c3cccc(C)c3)C(=O)[C@@]12C
  9	-2.0	23	3	2	-7	2	-9	-2	-16
- Cc1ccc(-c2cc(N)n[nH]2)cc1
  -1	0.0	10	-73	-10	3	-1	-17	3	34
- COc1cccc(N2C(=O)CC(N3CCN(S(=O)(=O)c4ccccc4)CC3)C2=O)c1 (stereo unspecified)
  3	-0.2	8	12	3	-14	-1	-16	0	-17
- O=C(COc1cccc2c1CCN(Cc1ccccc1)C2=O)N1CCCCC1
  1	-0.3	3	-3	-1	-11	-1	5	0	3
- CC(C)c1nnc(SCC(=O)N2CCc3ccccc32)n1C
  3	-0.4	11	-2	2	0	1	-11	0	2
- Nc1ccccc1N=Nc1ccccc1N
  8	3.9	10	-222	12	27	1	-140	3	43
- C=CCn1c(SC(C)C(=O)NCc2ccc3c(c2)OCO3)nc2scc(-c3ccccc3)c2c1=O (stereo unspecified)
  0	-0.4	11	-4	2	-4	6	-17	-8	-9
- Cc1cc(=O)[nH]c(SCC(=O)Nc2ccc(C)c(S(=O)(=O)N3CCCCC3)c2)n1
  -1	-0.3	25	-1	-8	-2	1	-31	-7	-6
- Cc1c(S(=O)(=O)N2CCCC2)c(=O)n(C)c(=O)n1C
  .	0.4	19	4	-11	-1	.	.	1	-14
- c1cncc(CNc2ncnc3sc4c(c23)CCCC4)c1
  6	0.5	9	-8	1	0	-1	-12	4	14
- COC(=O)C(CC(C)C)NC(=O)CSc1nc(-c2ccccc2)c(C#N)c(=O)[nH]1 (stereo unspecified)
  3	-0.5	21	4	-8	-11	1	6	-3	10
- Nn1c(COc2ccccc2)nc2ccccc2c1=O
  3	0.8	-11	-70	1	3	-4	-71	1	25
- COc1cccc(N2C(=O)CN(Cc3ccc(OC)c(OC)c3)C2=S)c1
  2	-17	21	42	-4	3	-1	-5	-2	7
- COc1ccc(CNC(=O)C(OC(=O)c2ccco2)c2ccccc2F)cc1 (stereo unspecified)
  -6	0.2	15	-31	-1	1	-4	-41	-1	-2
- C[C@@H]1CC[C@@]2(O[C@H](CCO)C[C@H](O)[C@H]2O)O1
  4	-2.1	31	18	-1	-2	-4	-28	6	-9
- CC(C)NC(=O)c1ccc(CS(=O)(=O)c2ccc(Br)cc2)o1
  -4	0.1	-6	10	-5	-5	0	-29	1	0
- COc1cccc(C(=O)Nc2ccc(C(=O)c3ccncc3)cc2)c1
  1	0.5	5	-20	-18	6	0	6	-1	26
- COc1ccc(OC)c(NC(=O)CC2(CC(=O)O)CCCC2)c1
  -4	-0.3	9	0	-14	-11	-3	-2	4	11
- O=C(O)C1CCCCC1C(=O)Nc1ccccn1 (stereo unspecified)
  -4	-1.2	23	1	5	0	-2	3	-1	-20
- COCCN1Cc2cccc(C(=O)NCc3cccs3)c2C1=O
  3	-0.6	24	14	4	-8	0	-14	-14	-3
- O=C(N=C1SC2CS(=O)(=O)CC2N1c1ccc(F)cc1F)C1CC1 (stereo unspecified)
  -2	-0.3	1	4	-3	0	-2	-15	-4	20
- C=CCc1cccc(/C=N/NC(=O)CNc2cccc3ccccc23)c1O
  10	-0.4	31	-6	-1	-1	5	3	-6	0
- COc1ccc(/C=C(/NC(=O)c2ccc([N+](=O)[O-])cc2)C(=O)NCCCN(C)C)cc1
  -5	0.2	15	16	1	-4	2	-8	4	11
- O=C(CNC(=O)C1CCCCC1)Nc1cc(Cl)cc(Cl)c1
  1	-1.5	8	-6	.	4	-2	-12	2	8
- COc1ccccc1NC(=O)C(C)OC(=O)CN1C(=O)C2CC=CCC2C1=O (stereo unspecified)
  .	1.3	12	4	-2	3	.	.	14	9
- CCC(C(=O)O)n1cnc2scc(-c3ccc(C)c(C)c3)c2c1=O (stereo unspecified)
  -7	1.8	13	6	5	0	-2	-6	-3	5
- CC(=O)Nc1ccc(-c2csc(NC=C3C(=O)OC(C)(C)OC3=O)n2)cc1
  0	-2.0	0	-47	11	-6	-2	-24	2	-7
- O=C(Nc1ccc(Cl)cc1C(=O)NCc1cccnc1)c1ccco1
  4	-0.1	27	15	-2	-6	0	-38	1	1
- Cc1onc(-c2ccccc2)c1C(=O)N1CCN(c2ccccn2)CC1
  6	0.7	8	18	-1	-2	1	7	-5	-17
- Cc1ccc(Nc2ncccc2C(=O)NCc2cccs2)c(C)c1
  -2	-0.3	-16	1	-1	0	-1	-19	-2	14
- Cc1cc(NC(=O)c2cc(C)on2)n(-c2ccccc2)n1
  7	-46	26	-7	-13	21	4	3	0	42
- CC(C)c1nccn1CCC(=O)O
  0	-0.9	29	23	5	-4	1	-2	1	-11
- Cc1ccc(S(=O)(=O)N/N=C/c2cc(Br)ccc2O)cc1
  4	0.5	0	12	13	0	6	-28	-8	-7
- CCOP(=O)(OCC)C(NC(=O)Nc1ccccc1)C(N)=O (stereo unspecified)
  -1	-0.6	8	-41	1	-7	-4	5	-7	-12
- Cc1ccc(C(=O)N(CN2CCCC2=O)c2ccccc2)cc1C
  -1	0.4	9	7	0	-2	0	-18	2	-1
- O=S(=O)(Nc1ccc(-n2cccc2)cc1)c1ccc(Cl)cc1Cl
  -2	-0.1	0	16	2	-5	1	4	4	24
- CCOc1cc(S(=O)(=O)Nc2ncn[nH]2)ccc1Br
  -3	-1.0	12	4	5	-7	-1	-20	1	-15
- Cc1nc(-c2ccc(S(=O)(=O)N3CCN(C(c4ccccc4)c4ccccc4)CC3)s2)cs1
  -4	0.5	6	-3	0	4	-2	-32	-1	7
- Cc1cc(C)nc(NC(=O)c2cccs2)c1
  3	-0.8	29	-60	-3	2	-1	-29	1	33
- O=C(NNCc1ccc(O)cc1)c1ccccc1Cl
  -4	2.2	19	-43	12	3	-1	-105	-5	18
- CCCCn1c(N)c(N(CCOC)C(=O)c2cc3c(s2)CCC(C)C3)c(=O)[nH]c1=O (stereo unspecified)
  .	0.1	8	-8	8	8	.	.	3	28
- COc1cccc(-n2c(SCC(=O)NCc3cccs3)nc3ccccc3c2=O)c1
  -3	.	12	12	-1	.	-6	-6	2	.
- CSc1ccc(CCNC(=O)CN2C(=O)c3cccnc3Oc3ccc(C)cc32)cc1
  -9	0.0	8	13	-1	3	-2	-12	-1	-9
- CCOc1ccc(N(CC(=O)Nc2cccnc2)S(C)(=O)=O)cc1
  -3	0.1	14	1	10	0	-1	-15	5	-4
- CC1=NN(C(N)=S)C(=O)C1N=Nc1ccc(Br)cc1 (stereo unspecified)
  2	-9.3	24	-115	-8	33	7	-150	0	32
- CC1(C)CC(=O)C(=C2SCCCS2)C(=O)C1
  -2	0.1	12	-23	-3	2	0	-20	2	-7
- CC1(C)CC(=O)C=C(NC2CC(C)(C)NC(C)(C)C2)C1
  2	-0.2	14	3	-3	3	0	-17	2	-3
- O=C(c1ccc(-n2cncn2)c([N+](=O)[O-])c1)N1CCN(S(=O)(=O)c2ccc(Br)cc2)CC1
  .	-0.5	.	16	0	-3	.	.	-2	1
- Cc1cccc(/N=C/c2c(O)cc(C)oc2=O)n1
  -2	0.2	33	-5	4	-11	1	-4	-12	-8
- COc1ccc(NC(=O)c2ccc(C)cc2)c[n+]1[O-]
  -9	1.5	22	-35	1	0	-7	-37	4	2
- Cc1ccc(S(=O)(=O)/N=S(/C)c2ccccc2)cc1 (stereo unspecified)
  -3	0.2	10	0	0	5	2	-2	6	-4
- CCOc1ccc(/C=N/NC(=O)CN2CCCCC2)cc1OCC
  4	-0.3	5	3	3	-1	8	-2	1	16
- O=C(CCN1C(=O)c2ccccc2S1(=O)=O)Nc1ccc2c(c1)OCCO2
  -4	0.2	15	1	1	3	-1	-14	-1	-2
- CCOc1ccccc1Nc1ccc(C(=O)O)cc1[N+](=O)[O-]
  2	-0.8	18	-2	14	-3	-2	-15	-10	-13
- CCCN1C2=C(C(=O)CC(C)(C)C2)C(c2ccc(F)cc2)C2=C1c1ccccc1C2=O (stereo unspecified)
  7	-0.4	17	33	22	10	6	-28	1	27
- O=C(c1ccccc1F)N1CCN(Cc2cccc(Cl)c2)CC1
  2	-0.4	20	19	-1	-15	0	-10	3	-11
- CCCCNC(=S)N/N=C/c1ccc(C)s1
  8	3.2	13	-36	1	35	-4	-14	7	47
- CCNC(=O)Cn1cc(C(F)(F)F)cc(Cl)c1=O
  -1	0.1	-2	9	-3	-7	2	-15	8	-5
- COc1cc(C(=S)N2CCC(C(N)=O)CC2)ccc1O
  -1	.	.	.	.	.	-2	-3	-1	.
- CSc1cccc(-n2ccc(=O)c(C)c2C)c1
  0	-0.6	4	24	5	-4	15	-16	-2	16

# (list continues)
# Values in the order – IEC-6 tox	HIF activator	AI-2 QS modul	aSyn UTR inh	Platelet DG rel	HSF1 inh	HSP90 inh	KLF5 inhibitor	HDAC3 inhib	HSF-1 act
- CC(=O)Nc1ccc(OCC(O)Cn2nc(C)c(Br)c2C)cc1 (stereo unspecified)
  4	-57	-12	-6	-24	-8	3	-7	1	43
- CCN(CC(=O)N1CCCC1)S(=O)(=O)c1cc(C)ccc1OC
  -2	0.0	.	8	2	-10	-3	-34	3	6
- CN(C)CCCNc1ccc(-c2n[nH]c(=O)c3ccccc23)cc1[N+](=O)[O-]
  -3	-0.8	11	8	2	-8	1	-10	5	0
- CCOc1ccc2ccccc2c1CNc1nnnn1CC
  8	-0.2	29	0	0	-42	4	-5	-5	-57
- O=C1/C(=C/C=C/c2ccco2)SC(=S)N1NS(=O)(=O)c1ccccc1
  -24	.	.	.	.	.	1	-2	4	.
- Cn1nnnc1SCc1ccc(CSc2nnnn2C)cc1
  1	0.0	0	-12	5	4	-2	-22	.	-7
- CCOc1ccccc1NC(=O)CCS(=O)(=O)c1ccc2c(c1)CC(C)N2C(C)=O (stereo unspecified)
  4	0.2	18	-1	-3	1	0	-4	8	10
- Cc1nc(-c2cccc(S(=O)(=O)N3CC(C)OC(C)C3)c2)cs1 (stereo unspecified)
  1	0.0	-4	-7	-9	-1	-1	-16	-7	7
- CN(C(=O)c1ccccc1Cl)c1ccccc1
  0	-0.5	12	-3	0	-2	3	-40	0	-16
- Cn1c(=O)oc2cc(S(=O)(=O)N3CCC(C(=O)NCC4COc5ccccc5O4)CC3)ccc21 (stereo unspecified)
  5	.	.	.	.	.	2	-7	8	.
- Cc1nc2c(-c3ccc(F)cc3)c(C)nn2c(C)c1CCC(=O)N1CCOCC1
  0	-0.4	15	27	-1	1	-1	-1	0	15
- O=c1ccc(/C=C/c2ccccc2)nn1Cc1ccccc1
  5	0.2	30	-18	8	-1	2	8	0	3
- C=CCn1c(C)nnc1SCC(=O)N1CCN(S(=O)(=O)c2ccccc2)CC1
  5	-0.3	29	-11	6	-8	3	-18	4	-2
- Cc1cccnc1NC(=O)c1ccc2c(c1)NC(=O)C(C)S2 (stereo unspecified)
  .	0.4	17	-15	-15	-2	.	.	0	-10
- COC(=O)c1ccc(-c2ccc([C@H]3[C@H]4C=CC[C@@H](C)[C@@H]4C(=O)N3Cc3ccccc3)c(F)c2)cc1
  .	-0.6	10	-12	4	-16	.	.	1	-31
- Cc1cc(=O)[nH]c(SCC(=O)NCC2CCCO2)n1 (stereo unspecified)
  3	0.4	28	-21	-10	-1	2	-8	-5	2
